Screens: PubChem, Broad Institute
FN deposition inh: fibronectin deposition inhibition | 350,000 tested, 0.086% active | AH1F fibroblasts, Alexa488-fibronectin deposition fluorescence, overnight | inhibition, % at 12.6 µM | AID 743247;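 active means mean inhibition across replicates of 30% or more, regardless of how many single replicates reach that level; inconclusive means mean under 30% yet at least half of replicates reach 30%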;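 further: positive control wells lacked labelled fibronectin entirely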
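Material: AH1F fibroblast monolayer depositing Alexa488-labelled fibronectin into matrix | Input: 10000 AH1F cells/well | Medium: DMEM plus 2% serum, read in PBS | Reagent: Alexa488-fibronectin, 24 nM final in well | Compound dosing: One dose per compound, pinned | Schedule: 1 h adhesion, overnight exposure | Measured by: Fluorescence at 485 nm excitation, 525 nm emission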
PGC1a acetyl inh: modulators of PGC1a acetylation. U2OS PGC1a acetylation, AlphaScreen anti-acetyl-lysine; with virally co-expressed GCN5 acetyltransferase. inhibition, % at 15.6 µM. 350,000 tested, 0.17% active. AID 651687;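 active means every replicate shows inhibition of at least 40%; inconclusive means mean inhibition at least 40% but some replicate below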;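 further: 0% = neutral control wells and 100% = positive control wells; some results beyond the cut were filed as inactive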
miR-122 sensor: inhibitors of miR-122 in Huh7 cells; Huh7 miR-122 Renilla luciferase sensor, 48 h; neutral wells = 0, positive control = 100; AID 602342; activation (reporter increase), % at 12.5 µM; 340,000 tested, 0.3% active;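 active means mean replicate activation score at least 90 and every replicate individually at or above 90; inconclusive means only one of the two criteria met; inactive means neither criterion met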;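 further: higher luciferase means less miR-122 activity so hits act as miR-122 inhibitors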
LGR2 inh: inhibitors of bursicon-induced Drosophila LGR2 receptor cAMP signaling; HEK293 LGR2, CRE-luciferase, bursicon-stimulated, 4 h; inhibition, % at 9.99 µM; 380,000 tested, 0.35% active; AID 720647;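 active means drop in luminescence signal, shown as inhibition above about 50% in the replicate tests, limit read from the data, passing the limit was not always enough; inconclusive means probably only some replicates passing the limit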;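 further: agonist challenge used bursicon conditioned medium at about half maximal strength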
PAX8 reporter: PAX8 transcriptional activity inhibition | RMG-I TPO-luciferase reporter, SteadyGlo, 24 h | inhibition, % at 12.6 µM | 360,000 tested, 1.2% active;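 active means mean replicate inhibition at least 60% with every replicate also reaching 60%; inconclusive means only one of the two criteria is met; inactive means mean below 60% and not all replicates reaching 60%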;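 further: luciferase light reporting Pax8 driven TPO promoter activity; plate controls were median of neutral control wells for no effect and mitoxantrone controls for full effect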
Cneo AK release: causes C. neoformans cell lysis. lysis activity, % at 15 µM. adenylate kinase release luminescence, 4 h; normalised: neutral wells 0, clomiphene wells 100. 360,000 tested, 0.2% active. AID 651654;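 active means mean lysis activity across replicates of at least 80%, whatever share of replicates individually reach that level; inactive means mean lysis activity below 80%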
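Test system: log-phase Cryptococcus neoformans yeast cells; Quantity: yeast cell density of 5 × 10^6 cells/mL; Buffer or medium: YPD; Doses: single compound concentration per well; Timing: 4 h at 37 °C static, read 1 h later; Measured by: AK luminescence; Read-out basis: lysis from increased AK signal; Control set: Clomiphene as positive control.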
Casp6 inh: inhibitors of human caspase-6 | purified caspase-6, Z-VEID-R110 cleavage fluorescence | inhibition, % at 12.5 µM | 350,000 tested, 0.53% active;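 active means mean inhibition across replicates at least about 35%, with every replicate also reaching that limit, limit read from the data; inconclusive means only one of the two criteria met; inactive means neither criterion met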;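 further: 0% = median of neutral control wells and 100% = no fluorescence left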
Target sequence (P55212 24-179 limits assumed): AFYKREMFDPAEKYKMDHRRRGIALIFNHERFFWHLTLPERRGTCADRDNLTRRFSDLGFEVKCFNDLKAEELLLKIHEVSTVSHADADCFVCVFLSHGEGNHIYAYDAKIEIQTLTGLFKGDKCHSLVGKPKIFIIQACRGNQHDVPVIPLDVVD
Target sequence (P55212 194-293 limits assumed): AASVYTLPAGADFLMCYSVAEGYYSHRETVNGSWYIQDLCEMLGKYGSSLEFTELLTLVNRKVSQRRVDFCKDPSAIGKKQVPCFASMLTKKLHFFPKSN
EWS-Fli block: EWS/Fli transcriptional activity inhibition; A673 NR0B1-luciferase reporter, viability-normalised; inhibition, % at 12.6 µM; 350,000 tested, 0.67% active; AID 651661;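 active means mean inhibition of at least 50% after viability correction, with every replicate also passing that limit; inconclusive means mean reaches 50% but only one of two replicates passes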;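 further: firefly luciferase signal divided by Alamar Blue viability fluorescence both relative to DMSO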
The depositor's hits bear a star; ? = inconclusive; · = no result given; [ ] = dose if it differs, or a comment.

SMILES	FN deposition inh	PGC1a acetyl inh	miR-122 sensor	LGR2 inh	PAX8 reporter	Cneo AK release	Casp6 inh	EWS-Fli block
O=C(COc1ccc(F)cc1Br)NCCCN1CCCC1=O	-3	-8	-2	-8	-4	0	-2	0
c1ccc(CN2CCN(C(c3ccccc3)c3ccccc3)CC2)cc1	-3	6	-7	10	15	7	3	20
CCOCC(=O)Nc1cccc(Br)c1	·	4	-7	-6	·	5	·	·
O=C(/C=C/c1ccc(OCCCF)cc1)Nc1ccnc(-c2ccncc2)n1	3	3	·	10	-9	·	-1	6
CC(=O)N/C(=C/c1ccccc1)C(=O)NC(Cc1ccccc1)C(=O)O (centres undefined)	-3	2	-6	-9	33	-1	-2	0
CS(=O)(=O)N1CC(=O)N2[C@H](CO)[C@@H](c3ccc(Br)cc3)[C@H]2C1	-9	2	·	8	-19	·	0	-8
O=C(Nc1ccc(F)c(Cl)c1)c1cc(C2CCCN(C(=O)C3CC3)C2)on1 (centres undefined)	8	-14	-8	-4	-172	-2	-5	-121
COc1ccc(C(=O)COc2ccc(C)cc2NC(C)=O)cc1	-8	-6	-7	-50	-137	-1	-3	-35
COCc1cc(N2CCNC[C@H]2C)ccc1N1CCN(Cc2ccccc2)[C@@H](C)C1	14	·	·	4	14	·	-22	14
O=C(Nc1ccccc1Cc1ccccc1)c1ccccc1NS(=O)(=O)c1ccc(Cl)s1	-12	·	17	?	71*	-6	·	·
CC(C)(C)c1cc(NC(=O)CSc2nnc(N)s2)n(-c2ccccc2)n1	·	·	10	-12	-1	23	·	·
Cc1noc(C)c1CSCC(=O)N(C)CC(=O)Nc1cccc(F)c1	-4	5	-4	13	·	0	-126	4
O=C(NC(=S)Nc1cccc(NC(=O)c2ccc(Cl)cc2Cl)c1)c1cccs1	·	-3	-4	0	·	6	·	·
CC1CCN(C(c2ccc(N(C)C)cc2)c2nnnn2Cc2ccc(F)cc2)CC1 (centres undefined)	·	-7	-6	7	·	3	·	·
c1ccc(-c2cn3c(n2)-c2ccccc2C3)cc1	0	2	4	?	-6	-24	0	17
Cn1ncc2c(NCc3cccc(C(F)(F)F)c3)c(C(=O)O)cnc21	-3	·	·	-11	5	·	·	-9
Cc1nc2ccc(S(=O)(=O)NC(C(=O)NC3CCCC3)C(C)C)cc2s1 (centres undefined)	-21	3	6	10	18	-1	-1	-6
O=C(C1CCC1)N1C[C@H]2[C@@H](c3ccccc31)[C@@H](CO)N2C(=O)c1ccccc1	0	-3	10[16.7 µM]	7	-6	-1	3	-4
COc1cccc(CCNC(=O)C2CCC(=O)N(C3CC3)C2)c1OC (centres undefined)	8	5	-6	-9	3	2	-3	1
O=C(NCC(c1cccs1)N1CCOCC1)c1ccco1 (centres undefined)	-2	0	-2	·	4	4	·	·
O=S(=O)(c1ccccc1)N1CCCCN2[C@H](C1)[C@@H](c1ccc(-c3cncnc3)cc1)[C@@H]2CO	·	4	1[16.7 µM]	-11	-5	-3	0	0
COc1ccc(NC(=O)Cn2nnc(C(N)=O)c2N)c(OC)c1	16	-6	-1	0	·	1	2	·
C=CCn1c(C)cc(C(=O)CSc2n[nH]c(N)n2)c1C	1	-6	-7	·	-13	-1	·	·
COc1ccc(F)cc1C1=CC(=O)C[C@H](c2ccc3c(c2)OCO3)C1	-4	-10	14	3	-2	-5	52*	53*
CCOC(=O)c1cc(-c2ccc(F)cc2)n(CCC(=O)NC2CCN(Cc3ccccc3)CC2)c1C	·	-21	-4	7	7	-1	-5	15
CN(CC(=O)Nc1ccccc1Cl)C(=O)c1cc2c(s1)CCCCC2	2	-2	-7	3	5	0	3	3
CC(C)C#Cc1cnc2c(c1)C(=O)N([C@H](C)CO)C[C@@H](C)[C@H](CN(C)C(=O)c1ccccc1)O2	·	6	1[16.7 µM]	22	14	2	-2	-4
Cc1ccc(C(NC(=O)N2CCOCC2)C(Cl)(Cl)Cl)cc1F (centres undefined)	4	·	·	27	-4	·	0	-3
CCC(CO)Oc1cc(NCc2ccccc2OC)c2ncn(C(C)C)c2c1 (centres undefined)	-13	·	·	-15	21	-40	8	-1
O=c1cc(-c2ccc(O)c(O)c2)oc2cc(O)c(C3OC(CO)C(O)C(O)C3O)c(O)c12 (centres undefined)	·	-8	-2	20	·	1	7	-6
Cc1cc(Cl)ccc1OCCCC(=O)NCc1ccncc1	-2	·	5	-5	-27	-2	·	·
N#Cc1cc([N+](=O)[O-])ccc1NC(=O)COC(=O)CN1C(=O)C2CCCCC2C1=O (centres undefined)	0	-1	-10	9	·	0	2	-4
Cc1noc(C)c1S(=O)(=O)Nc1ccc2c(c1)C(=O)N([C@@H](C)CO)C[C@H](C)[C@@H](CN(C)C(=O)CCCN(C)C)OCCCC[C@H](C)O2	·	0	6[16.7 µM]	5	-14	-11	·	-10
COC(=O)[C@@]1(Sc2ccc(C)cc2)CC(=O)N(c2ccc(Cl)cc2)[C@@H]1c1ccccc1	-6	·	·	21	-8	·	0	3
CN(C)S(=O)(=O)c1cccc(C(=O)NCC2(N3CCOCC3)CCCCC2)c1	7	-11	-3	4	-8	-1	1	-3
CC(=O)N(C)C[C@@H]1Oc2cc(-c3cccc(F)c3)ccc2S(=O)(=O)N([C@H](C)CO)C[C@H]1C	-6	-3	-2[16.7 µM]	-12	-7	4	-1	-8
CCOC(=O)c1cc(NC(=O)CCC(=O)O)ccc1N1CCCCC1	2	6	·	-19	-1	0	-1	3
CCc1ccc(OCCNC(=O)c2ccccc2SCc2ccc(F)cc2)cc1	19	-4	-3	·	·	0	·	·
C[C@@H](NC(=O)C[C@@H]1CC[C@@H]2[C@H](COC[C@H](O)CN2C(=O)Nc2cc(Cl)cc(Cl)c2)O1)c1ccccc1	2	-4	-11[16.7 µM]	12	1	-4	2	-4
Cc1cc(N2CCN(c3nnnn3-c3ccccc3)CC2)n2ncnc2n1	·	10	0	-11	·	-3	·	·
COCCCNc1ncnc2ccc(C)cc12	6	24	3	·	·	-8	·	·
COCCCn1c(=O)/c(=C\c2cccc(OC)c2OC)s/c1=C(/C#N)C(=O)Nc1ccc(C(=O)O)cc1	-2	4	3	-15	-21	3	11	0
Cc1ccc(S(=O)(=O)N2CCC(=O)N([C@H](COCc3ccccc3)Cc3ccccc3)CC2)cc1	3	·	·	9	-4	·	-2	18
O=C(N/N=C/c1ccccn1)c1[nH]c2ccc([N+](=O)[O-])cc2c1-c1ccccc1	-4	-4	-4	14	8	-2	6	25
COc1ccccc1Nc1nc(C)nc2c1oc1ccccc12	17	·	·	-3	-5	·	3	-3
COCc1c(C#N)c(NCCc2ccc(F)cc2)nc(C)c1[N+](=O)[O-]	-5	·	·	-1	4	·	-4	18
C[C@@H](c1ccccc1)N1C[C@@H](COCc2ccccc2)Oc2cc(N3CC[C@@H](O)C3)ccc2S1(=O)=O	-19	·	·	7	11	·	-2	-8
CN1CCN(C(=O)C(N)Cc2ccccc2)CC1 (centres undefined)	5	5	·	-4	-17	·	-22	-21

Some of the entries above, set out differently:
smiles | FN deposition inh | PGC1a acetyl inh | miR-122 sensor | LGR2 inh | PAX8 reporter | Cneo AK release | Casp6 inh | EWS-Fli block
N#Cc1cc([N+](=O)[O-])ccc1NC(=O)COC(=O)CN1C(=O)C2CCCCC2C1=O (centres undefined) | 0 | -1 | -10 | 9 | · | 0 | 2 | -4
Cc1noc(C)c1S(=O)(=O)Nc1ccc2c(c1)C(=O)N([C@@H](C)CO)C[C@H](C)[C@@H](CN(C)C(=O)CCCN(C)C)OCCCC[C@H](C)O2 | · | 0 | 6[16.7 µM] | 5 | -14 | -11 | · | -10
COC(=O)[C@@]1(Sc2ccc(C)cc2)CC(=O)N(c2ccc(Cl)cc2)[C@@H]1c1ccccc1 | -6 | · | · | 21 | -8 | · | 0 | 3
CN(C)S(=O)(=O)c1cccc(C(=O)NCC2(N3CCOCC3)CCCCC2)c1 | 7 | -11 | -3 | 4 | -8 | -1 | 1 | -3
CC(=O)N(C)C[C@@H]1Oc2cc(-c3cccc(F)c3)ccc2S(=O)(=O)N([C@H](C)CO)C[C@H]1C | -6 | -3 | -2[16.7 µM] | -12 | -7 | 4 | -1 | -8
CCOC(=O)c1cc(NC(=O)CCC(=O)O)ccc1N1CCCCC1 | 2 | 6 | · | -19 | -1 | 0 | -1 | 3
CCc1ccc(OCCNC(=O)c2ccccc2SCc2ccc(F)cc2)cc1 | 19 | -4 | -3 | · | · | 0 | · | ·
C[C@@H](NC(=O)C[C@@H]1CC[C@@H]2[C@H](COC[C@H](O)CN2C(=O)Nc2cc(Cl)cc(Cl)c2)O1)c1ccccc1 | 2 | -4 | -11[16.7 µM] | 12 | 1 | -4 | 2 | -4
Cc1cc(N2CCN(c3nnnn3-c3ccccc3)CC2)n2ncnc2n1 | · | 10 | 0 | -11 | · | -3 | · | ·
COCCCNc1ncnc2ccc(C)cc12 | 6 | 24 | 3 | · | · | -8 | · | ·
COCCCn1c(=O)/c(=C\c2cccc(OC)c2OC)s/c1=C(/C#N)C(=O)Nc1ccc(C(=O)O)cc1 | -2 | 4 | 3 | -15 | -21 | 3 | 11 | 0
Cc1ccc(S(=O)(=O)N2CCC(=O)N([C@H](COCc3ccccc3)Cc3ccccc3)CC2)cc1 | 3 | · | · | 9 | -4 | · | -2 | 18
O=C(N/N=C/c1ccccn1)c1[nH]c2ccc([N+](=O)[O-])cc2c1-c1ccccc1 | -4 | -4 | -4 | 14 | 8 | -2 | 6 | 25
COc1ccccc1Nc1nc(C)nc2c1oc1ccccc12 | 17 | · | · | -3 | -5 | · | 3 | -3
COCc1c(C#N)c(NCCc2ccc(F)cc2)nc(C)c1[N+](=O)[O-] | -5 | · | · | -1 | 4 | · | -4 | 18

Further entries follow:
SMILES	FN deposition inh	PGC1a acetyl inh	miR-122 sensor	LGR2 inh	PAX8 reporter	Cneo AK release	Casp6 inh	EWS-Fli block
Cc1cccc(C)c1NC(=O)C(c1cccc2ccccc12)n1c(=O)c(-c2ccco2)nc2ccccc21 (centres undefined)	-6	·	·	2	17	·	-2	2
Cc1noc(C)c1CS(=O)(=O)c1ccc(Br)cc1	·	14	·	1	·	·	-2	-4
O=C(CN1C(=O)NC2(CCc3ccccc3C2)C1=O)NCc1ccco1 (centres undefined)	-5	·	1	17	6	-1	4	5
COc1ccccc1-c1ccccc1[C@@H]1[C@@H](CO)N(C(=O)C2CC2)[C@H]1C#N	-12	-5	·	-3	-2	·	·	-4
COc1cc(/C=C/C(=O)OCC(=O)Nc2ccccc2Sc2ccc(Cl)cc2)ccc1O	7	-8	-7	5	9	1	0	·
C[C@]12c3[nH]c4cc(-c5ccco5)ccc4c3CCN1C(=O)[C@@H](CC(=O)NCCN1CCOCC1)C[C@@H]2C(=O)N1CCOCC1	-6	8	1	22	1	2	-33	-3
O=C(CNC(=O)c1ccccc1Br)N/N=C/c1ccccc1O	3	·	·	-13	29	·	-2	8
